Assay outcomes deposited in PubChem BioAssay by The Scripps Research Institute Molecular Screening Center.
M4 antag: human M4 muscarinic receptor antagonists, primary screen, CHO cells, Fluo-8 calcium fluorescence | CHO-hM4 cells, ACh EC80 | inhibition, % at 3 µM | 360,000 compounds, 0.73% hits | Muscarinic acetylcholine receptor M4 (Homo sapiens), P08173;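 active = inhibition above its plate's cutoff, the mean inhibition of sample wells plus 3 SD, cut at about 27% in these data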;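 also: 0% = acetylcholine EC80 with DMSO and 100% = DMSO without agonist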
Target sequence (P08173 whole entry, looked up): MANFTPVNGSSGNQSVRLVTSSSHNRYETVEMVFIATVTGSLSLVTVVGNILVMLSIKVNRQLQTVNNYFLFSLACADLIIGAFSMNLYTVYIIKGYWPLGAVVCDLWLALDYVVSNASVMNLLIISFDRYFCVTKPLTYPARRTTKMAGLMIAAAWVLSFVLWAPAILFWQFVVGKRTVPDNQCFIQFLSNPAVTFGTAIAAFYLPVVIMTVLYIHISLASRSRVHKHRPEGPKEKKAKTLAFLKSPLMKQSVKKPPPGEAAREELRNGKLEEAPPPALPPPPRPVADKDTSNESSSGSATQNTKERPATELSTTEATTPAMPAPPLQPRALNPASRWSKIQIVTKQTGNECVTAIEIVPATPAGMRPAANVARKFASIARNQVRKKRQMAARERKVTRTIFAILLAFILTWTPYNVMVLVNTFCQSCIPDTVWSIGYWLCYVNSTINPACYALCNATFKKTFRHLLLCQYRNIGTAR
CHO-K1 Ca ag: counter-screen for M1 agonists: effect in parental CHO-K1 cells; Fluo-8 calcium fluorescence; scaled to maximal ATP response, vehicle zero; activation, % at 3 µM; 360,000 compounds, 0.48% hits; AID 602248, 2012; in the data active = activation above about 15%;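 also: untransfected CHO-K1 host cells lacking M1 receptor as counterscreen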
M5 ag: human M5 muscarinic receptor agonists, primary screen, CHO-K1 cells, Fluo-8 calcium fluorescence | Muscarinic acetylcholine receptor M5 (Homo sapiens), P08912 | CHO-K1 hM5 cells; 0% DMSO wells, 100% maximal acetylcholine response | activation, % at 3 µM | 360,000 compounds, 0.19% hits;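 active = activation above the run's mean over test compounds plus 3 SD, cut at about 23% in these data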;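 also: signal is peak over basal fluorescence ratio across the kinetic read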
Target sequence (P08912 whole entry, looked up): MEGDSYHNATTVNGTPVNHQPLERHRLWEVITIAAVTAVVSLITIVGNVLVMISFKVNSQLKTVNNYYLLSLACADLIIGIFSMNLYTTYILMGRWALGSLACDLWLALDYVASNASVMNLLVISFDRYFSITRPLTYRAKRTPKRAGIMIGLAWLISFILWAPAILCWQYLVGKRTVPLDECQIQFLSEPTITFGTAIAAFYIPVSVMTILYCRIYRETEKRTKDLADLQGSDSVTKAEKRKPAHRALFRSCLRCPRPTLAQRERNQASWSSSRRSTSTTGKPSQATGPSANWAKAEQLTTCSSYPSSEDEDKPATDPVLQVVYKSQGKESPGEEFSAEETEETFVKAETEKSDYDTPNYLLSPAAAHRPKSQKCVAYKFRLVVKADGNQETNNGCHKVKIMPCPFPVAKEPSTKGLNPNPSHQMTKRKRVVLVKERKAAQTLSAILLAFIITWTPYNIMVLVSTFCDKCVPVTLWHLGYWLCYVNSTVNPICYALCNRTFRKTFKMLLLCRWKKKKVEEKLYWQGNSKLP
CHRM5 PAM: human M5 muscarinic receptor positive allosteric modulators, primary screen, CHO-K1 cells, Fluo-8 calcium fluorescence; CHO-K1 hM5, ACh EC20 PAM; 0% = ACh EC20, 100% = ACh EC100; activation, % at 3 µM; 360,000 compounds, 0.3% hits; AID 624038, 2012;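 active = activation above the run cutoff, the mean activation of all test compounds plus 3 SD, cut at about 18% in these data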
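Measured by: Fluo-8 calcium fluorescence; material: human M5 receptor in CHO-K1 cells; schedule: Post-acetylcholine fluorescence recording 140 s; benchmarks: low control EC20 acetylcholine (0%), high control EC100 acetylcholine (100%); read-out: Max/basal fluorescence ratio as % of EC20–EC100 ACh window; compound: single dose, 3 µM nominal final test concentration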
CHO-K1 Ca antag: counter-screen for M1 antagonists: effect in parental CHO-K1 cells | ATP-induced calcium, Fluo-8 fluorescence | inhibition, % at 3 µM | 360,000 compounds, 0.6% hits;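 active = inhibition above a per-plate cutoff, the plate's mean sample inhibition plus 3 SD, cut at about 24% in these data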;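 also: 0% = DMSO plus EC80 ATP and 100% = DMSO alone without ATP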
CHRM5 antagonist: human M5 muscarinic receptor antagonists, primary screen, CHO cells, Fluo-8 calcium fluorescence; AID 624040, 2012; inhibition, % at 3 µM; 360,000 compounds, 0.59% hits; CHO-hM5 cells, ACh EC80; Muscarinic acetylcholine receptor M5 (Homo sapiens), P08912;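 active = inhibition above a per-plate cutoff, the mean of that plate's test compounds plus 3 SD, cut at about 27% in these data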;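 also: 0% = acetylcholine EC80 with DMSO and 100% = DMSO without agonist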
M1 PAM parental: nonselective calcium activators in parental CHO-K1 cells, primary screen, counter-screen for M1 PAM project, cell-based, Fluo-8 calcium fluorescence, full deck, 1536-well | ATP EC20; 0% at ATP EC20, 100% at ATP max | activation, % at 3 µM | 360,000 compounds, 0.02% hits | AID 602247, 2012;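 active = activation above the run cutoff, the mean activation of all test compounds plus 3 SD, cut at about 40% in these data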;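 also: peak over basal fluorescence ratio in a 140 s read after ATP addition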
M4 PAM: human M4 muscarinic receptor positive allosteric modulators, primary screen, CHO-K1 cells, Fluo-8 calcium fluorescence | AID 624126, 2012 | CHO-K1 hM4/Gqi5, ACh EC20; 0% = ACh EC20, 100% = maximal ACh | 360,000 compounds, 0.4% hits | Muscarinic acetylcholine receptor M4 (Homo sapiens), P08173 | activation, % at 3 µM;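 active = activation above its plate's cutoff, the mean activation of sample wells plus 3 SD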; also: some results filed as inactive read as strong as hits
M4 ag: human M4 muscarinic receptor agonists, primary screen, CHO-K1 cells, Fluo-8 calcium fluorescence | Muscarinic acetylcholine receptor M4 (Homo sapiens), P08173 | CHO-K1 hM4/Gqi5; vehicle 0%, full acetylcholine response 100% | activation, % at 3 µM | 360,000 compounds, 0.14% hits | AID 624127, 2012;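 active = activation above the run mean over all test wells plus 3 SD, cut at about 32% in these data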;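 also: peak over basal fluorescence ratio per well then scaled between controls; 0% = DMSO wells and 100% = acetylcholine at EC100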
* marks the source's active call; other numbers are inactive results.

Start of the listing, in advance (2 entries):
SMILES	M4 antag	CHO-K1 Ca ag	M5 ag	CHRM5 PAM	CHO-K1 Ca antag	CHRM5 antagonist	M1 PAM parental	M4 PAM	M4 ag
COc1cc2[nH]c3c(OC)ncnc3c2cc1OC	-5	0.3	-2	-2	-9	7	-4	2	1
CC(=O)Nc1cccc(NC(=O)C2CC(=O)N(C3CCCCC3)C2)c1 (centres undefined)	1	0.2	0	0	9	-11	-29	5	1

This part in full, from the first entry:
SMILES	M4 antag	CHO-K1 Ca ag	M5 ag	CHRM5 PAM	CHO-K1 Ca antag	CHRM5 antagonist	M1 PAM parental	M4 PAM	M4 ag
COc1cc2[nH]c3c(OC)ncnc3c2cc1OC	-5	0.3	-2	-2	-9	7	-4	2	1
CC(=O)Nc1cccc(NC(=O)C2CC(=O)N(C3CCCCC3)C2)c1 (centres undefined)	1	0.2	0	0	9	-11	-29	5	1
Cc1cc(C)c(C(=O)/C=C/c2cccc3ccccc23)c(=O)[nH]1	-2	1.4	-5	4	-15	-8	21	2	2
O=C(COc1ccc2c(C(F)(F)F)cc(=O)oc2c1)Nc1ccc2c(c1)OCCO2	3	0.2	-2	2	3	-3	10	2	1
CC(C)N(Cc1ccccc1)C(=O)COC(=O)CCC(=O)c1ccc(F)cc1	-1	0.9	1	-3	-17	9	10	-1	4
CN(C)/C=N/c1ncc(C(=O)c2ccccc2)s1	9	0.1	0	-3	-2	7	17	-3	-1
FC(F)(F)c1ccccc1/C=N/n1c(C2CCCCC2)n[nH]c1=S	-16	-1.6	-8	-11	-23	-6	8	-2	-1
CC1(c2ccccc2Cl)NC(=O)N(CC(=O)Nc2ccc(N3CCOCC3)cc2)C1=O (centres undefined)	5	0.3	4	6	-20	-4	-3	2	2
C[C@H](c1ccccc1)N1C[C@H](COCc2ccccc2)Oc2cc(N3CCC[C@H]3C(N)=O)ccc2S1(=O)=O	-7	3.4	2	2	-2	6	5	1	9
CC(CCc1ccccc1)NC(=O)c1ccco1 (centres undefined)	0	-0.1	-7	7	0	11	1	1	0
Cn1c(=O)cc(OCCCC(=O)NC2CCCC2)c2ccccc21	7	-0.4	0	-2	14	0	5	5	0
CC(C)C1C(=O)N(Cc2cn(CCC3OCCCO3)nn2)CCS(=O)(=O)N1Cc1ccc(-c2ccc(Cl)cc2)cc1 (centres undefined)	-6	-0.4	0	4	4	-5	9	3	2
COc1cc(C(=S)N2CCOCC2)ccc1OC(=O)c1ccc([N+](=O)[O-])cc1[N+](=O)[O-]	2	4.0	4	-13	-3	8	-4	-5	12
Cn1nnc(NC(=S)NC(=O)c2ccco2)n1	1	-0.4	1	4	2	-8	4	4	0
CN(C)c1ccc(N=Cc2nc(-c3ccccc3)oc2OC(=O)c2cccc(Br)c2)cc1	9	1.7	-2	0	3	-8	12	0	1
OCCCNCc1ccc(Cl)cc1Cl	-4	0.5	-4	3	8	-2	8	3	1
Cc1ccc(NC(=O)NC2CC(=O)N(c3ccc4c(c3)OCCO4)C2)cc1F (centres undefined)	6	1.0	-2	-1	4	4	-20	-1	1
CCCCC1=CC2=C(c3ccco3)C(=O)C(C)(OC(=O)c3ccc(OC)cc3)C(=O)C2=CN1CCCCO (centres undefined)	4	0.3	5	8	-9	-2	10	3	4
Cc1cccc(NC(=O)NCC2CC2)c1	2	0.5	-3	-1	-13	-2	4	1	1
COCCNC(=S)N1CCc2cc(OC)c(OC)cc2C1c1cccs1 (centres undefined)	-3	0.5	2	-1	8	11	-5	-6	1

Part of the list above, set out differently.
Structure | M4 antag | CHO-K1 Ca ag | M5 ag | CHRM5 PAM | CHO-K1 Ca antag | CHRM5 antagonist | M1 PAM parental | M4 PAM | M4 ag
Cc1cc(C)c(C(=O)/C=C/c2cccc3ccccc23)c(=O)[nH]1 | -2 | 1.4 | -5 | 4 | -15 | -8 | 21 | 2 | 2
Cc1cccc(NC(=O)NCC2CC2)c1 | 2 | 0.5 | -3 | -1 | -13 | -2 | 4 | 1 | 1

Remaining list, next part
SMILES	M4 antag	CHO-K1 Ca ag	M5 ag	CHRM5 PAM	CHO-K1 Ca antag	CHRM5 antagonist	M1 PAM parental	M4 PAM	M4 ag
O=C(CCn1c(=O)oc2ccc(Cl)cc21)N1CCN(c2ccccc2)CC1	-6	-0.2	-1	-4	17	20	-12	-2	3
COc1ccc(S(=O)(=O)N2CCOCC2)cc1NC(=O)COC(=O)c1oc2ccccc2c1C	-22	-0.1	-1	1	9	-1	-2	10	1
Cc1cc(=O)n2ccsc2n1	1	-0.1	0	-4	17	-3	-10	2	1
O=C1C2C3C=CC(C3)C2C(=O)N1CCCCN1C(=O)C2C3C=CC(C3)C2C1=O (centres undefined)	-8	0.4	0	-7	-17	-5	19	-3	1
CS(=O)(=O)N(CC(=O)N1CCN(c2ccc(F)cc2)CC1)c1cccc(Cl)c1	3	1.4	2	0	-6	13	10	9	2
Cc1ccccc1-c1csc(C(O)c2cccc(Cl)c2)n1 (centres undefined)	-2	0.7	-3	-4	-10	-3	11	-4	-1
O=C(/C=C/c1ccccc1)N1CCOCC1	2	1.4	-1	-2	1	5	-9	-2	6
COc1ccc(C(CNC(=O)c2cccc(NS(=O)(=O)c3ccc(C)c(F)c3)c2)N2CCOCC2)cc1 (centres undefined)	-11	3.5	-4	2	-2	-8	4	-5	7
O=C(Cc1ccccc1)Nc1nc(-c2ccc(F)c(F)c2)cs1	4	7.3	-5	-10	5	1	-3	-25	14
CC(=O)c1cccc(NC(=O)c2ccc3c(c2)OCO3)c1	-4	0.0	9	14	-2	-12	2	2	1
Fc1ccc(-c2nc(-c3cnccn3)no2)c(Cl)c1	1	1.4	-3	-2	-6	12	13	-3	0
COc1ccc(/C=C2\SC(=S)N(CC(=O)N3CCN(C)CC3)C2=O)cc1	1	1.0	0	-1	-10	13	19	-1	1
CCCCNS(=O)(=O)c1ccc2nc(SCC(=O)Nc3cc(C)cc(C)c3)[nH]c2c1	0	0.5	-2	0	-10	1	24	10	1
CC(C)/C=C/CN1CCCC(N2CCN(c3cccc(Cl)c3)CC2)C1 (centres undefined)	-12	0.0	-19	-12	1	3	6	-12	2
N/C(=N\S(=O)(=O)c1ccc(Cl)s1)c1ccccc1	-7	0.1	-2	2	2	4	9	3	2
Cc1c(C(=O)Nc2ccc(F)c(F)c2)oc2ccc(S(=O)(=O)N3CCCCC3)cc12	4	0.3	1	-4	-13	-2	-2	7	2
Cc1ccc(C(=O)COC(=O)c2nc(Cl)ccc2Cl)cc1	-5	-0.8	-4	-1	-12	6	-4	1	1
Fc1ccc2nc3[nH]c4ccccc4c3nc2c1	1	0.2	0	1	-2	-2	14	-2	3
Cc1[nH]nc2c1C(c1cccnc1)N(c1ccc(Br)cc1)C2=O (centres undefined)	3	0.1	1	0	-1	-1	9	2	-1
Cc1ccc(C(=O)NCc2nnc(SCC(=O)NC(C)c3ccccc3)n2C)cc1 (centres undefined)	-10	-0.4	-2	-1	-1	-7	6	-2	-2

5 compounds drawn at random from those above, as already listed:
SMILES	M4 antag	CHO-K1 Ca ag	M5 ag	CHRM5 PAM	CHO-K1 Ca antag	CHRM5 antagonist	M1 PAM parental	M4 PAM	M4 ag
CCCCNS(=O)(=O)c1ccc2nc(SCC(=O)Nc3cc(C)cc(C)c3)[nH]c2c1	0	0.5	-2	0	-10	1	24	10	1
COc1ccc(C(CNC(=O)c2cccc(NS(=O)(=O)c3ccc(C)c(F)c3)c2)N2CCOCC2)cc1 (centres undefined)	-11	3.5	-4	2	-2	-8	4	-5	7
CS(=O)(=O)N(CC(=O)N1CCN(c2ccc(F)cc2)CC1)c1cccc(Cl)c1	3	1.4	2	0	-6	13	10	9	2
Cc1ccccc1-c1csc(C(O)c2cccc(Cl)c2)n1 (centres undefined)	-2	0.7	-3	-4	-10	-3	11	-4	-1
COc1ccc(/C=C2\SC(=S)N(CC(=O)N3CCN(C)CC3)C2=O)cc1	1	1.0	0	-1	-10	13	19	-1	1

The list goes on.
SMILES	M4 antag	CHO-K1 Ca ag	M5 ag	CHRM5 PAM	CHO-K1 Ca antag	CHRM5 antagonist	M1 PAM parental	M4 PAM	M4 ag
CCOC(=O)Cc1csc(N/N=C/c2ccccc2)n1	-12	1.9	-2	18	-6	-6	10	24*	7
COc1cccc(-c2nc(NC(C)C)c3ccccc3n2)c1O	4	3.0	11	-4	0	4	14	-7	6
Cc1c(C(C)NC(=O)Nc2ccc(F)cc2F)cnn1C (centres undefined)	-2	-0.2	-1	-2	11	0	-5	-3	0
CCCS(=O)(=O)c1nc(S(=O)(=O)c2ccc(C)cc2)c(NCc2ccco2)s1	0	0.6	-4	6	-4	-1	17	-1	-1
CN(C)C/C(Cl)=C(\Cl)c1ccccc1	16	0.4	-8	-5	1	0	13	2	0
Cc1ccc(C)c(Nc2nc(N)c3ccccc3n2)c1	0	0.2	-6	-1	4	0	16	-2	1
COc1cc2c(cc1OC)C(c1ccc(N(C)C)cc1)CC(=O)N2 (centres undefined)	4	0.3	-2	5	-14	11	11	-2	1
Cc1ccc(S(=O)(=O)Nc2n[nH]nc2C(=O)NC2CCCCC2)cc1	9	-0.6	-1	3	4	6	-6	-2	1
O=C(Cc1c(Cl)cccc1Cl)Nc1ccc(S(=O)(=O)Nc2ncccn2)cc1	18	0.3	-3	-3	-12	16	5	-4	0

Looked up above.
CCOC(=O)Cc1csc(N/N=C/c2ccccc2)n1 in M4 PAM → 24*
Cc1ccc(C)c(Nc2nc(N)c3ccccc3n2)c1 in M4 ag → 1
CN(C)C/C(Cl)=C(\Cl)c1ccccc1 in M4 antag → 16
COc1cccc(-c2nc(NC(C)C)c3ccccc3n2)c1O in CHRM5 antagonist → 4
